ALOX12 inh = ALOX12 (human) lipoxygenase inhibition; Potency, µM (titrated, usually from 108 µM), for inactives: top-dose activity change, negative = inhibition, most hits filed as inhibitors; P18054; purified 12hLO, xylenol orange hydroperoxide absorbance; 580,000 compounds, 1.1% hits; active means well fitted inhibition curve with a large enough effect; inconclusive means small, poorly fitted or top-dose-only effect, or another doubt; inactive means no such curve, though single readings can be large or run the other way
Target sequence (P18054 whole entry, looked up): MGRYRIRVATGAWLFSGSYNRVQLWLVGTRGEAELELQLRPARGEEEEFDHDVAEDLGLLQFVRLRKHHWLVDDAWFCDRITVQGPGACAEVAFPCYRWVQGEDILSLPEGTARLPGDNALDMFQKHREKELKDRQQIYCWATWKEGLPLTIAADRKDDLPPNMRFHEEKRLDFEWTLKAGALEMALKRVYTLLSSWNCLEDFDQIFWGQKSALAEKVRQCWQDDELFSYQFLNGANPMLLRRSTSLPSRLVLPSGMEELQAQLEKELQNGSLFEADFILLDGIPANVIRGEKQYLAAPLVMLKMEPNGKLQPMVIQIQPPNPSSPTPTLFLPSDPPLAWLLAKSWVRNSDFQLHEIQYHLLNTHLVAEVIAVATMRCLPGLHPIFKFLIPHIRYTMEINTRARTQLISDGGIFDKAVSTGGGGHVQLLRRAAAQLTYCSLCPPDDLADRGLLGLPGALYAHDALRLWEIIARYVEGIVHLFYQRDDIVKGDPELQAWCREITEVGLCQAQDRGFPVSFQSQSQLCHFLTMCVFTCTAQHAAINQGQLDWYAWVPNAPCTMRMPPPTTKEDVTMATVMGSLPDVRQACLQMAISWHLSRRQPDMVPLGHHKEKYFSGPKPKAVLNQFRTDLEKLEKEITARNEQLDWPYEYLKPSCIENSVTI
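Purified human 12hLO (150 nM final) in 25 mM Hepes, 0.01% Triton X-100, pH 7.0 was preincubated 15 min at room temperature with compound. Then 40 uM arachidonic acid was added, 30 min. Hydroperoxide was read by Fe-XO absorbance ratio 573/405 nm.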
* = called active by the depositor; ? = inconclusive; [ ] = remark or other dose. On the % scale 0 is the no-effect control and ±100 the full control effect; potency means the concentration at half of the fitted maximal effect. Only part of the results is shown; rates above refer to the full screens.

no.	ALOX12 inh	Compound
1	35%	O=C(NCCc1ccncc1)C1CN(C(=O)c2cc(F)cc(F)c2)CC12CCOCC2 (configuration not stated)
2	15%	CC(O)c1cc2n(n1)CCCN(CCn1cc[nH]c1=O)C2 (configuration not stated)
3	16%	CCn1cc(CN2CCN(C(=O)c3ccc(OC)nc3)CC2)ccc1=O
4	12%[176 µM]	COc1ccccc1-c1[nH]nc2ncc(C(=O)NCCN3CCOCC3)nc12
5	27%	CCc1noc(CN2CCC3(CCCN(C4CCOCC4)C3=O)C2)n1 (configuration not stated)
6	50%[activator]	O=C(COc1ccccc1)N1CCC2(CC1)SCC(=O)N2c1ccc(Cl)cc1
7	11%	NC1CC(c2cc(N3CCCN(C(=O)c4ccoc4)CC3)ncn2)C1 (configuration not stated)
8	8%	CCN1Cc2nnn(Cc3ccccc3)c2-c2cc(F)ccc2S1(=O)=O

Entries by screen from above.
Compounds 1 to 8 in ALOX12 inh read 35%, 15%, 16%, 12%[176 µM], 27%, 50%[activator], 11%, 8%

The results go on.
no.	ALOX12 inh	Compound
9	-4%[176 µM]	CN1C[C@@H](NS(=O)(=O)c2ccc(F)cc2)C[C@H]1c1nc(-c2cccnc2)no1
10	-26%[176 µM]	Fc1ccc(-c2ccc3ncc(Nc4ccc5c(c4)OCO5)n3n2)cc1
11	8%[176 µM]	O=C1COc2ccc(OCc3cncs3)nc2CN1CCOc1ccccc1
12	10%[6.33 µM]	COc1ccc(CC(=O)N2CCC3(CC2)CN([S+](=O)([O-])c2ccccc2)CCO3)cc1
13	38%	Cc1cc2occ(CC(=O)N3CC[C@](C)(O)[C@@H](O)C3)c2cc1Cl
14	-27%	COC(=O)c1cc2c(c3c4cc(C)ccc4n(S(=O)(=O)c4ccc(C)cc4)c13)C(=O)N(C)C2
15	28%	O=C(Cc1ccsc1)N1CCC(c2noc(C3CC3)n2)C1 (configuration not stated)
16	46%[activator][176 µM]	CN1[C@@H](CCC(=O)NCc2ccco2)CNC(=O)[C@H]2NCC[C@H]21
17	-14%[176 µM]	CC1=C[C@@H](CNC(=O)c2ccccc2)[C@H](C(C)C)C[C@H]1Cc1nc2ccc(C)cc2[nH]1
18	13%	CC1CCN(C(=O)CN2C(=O)NC3(CCCCC3)C2=O)CC1
19	49%[activator][176 µM]	CN(C)[S+](=O)([O-])c1ccc2c(c1)OCCN(Cc1ccc(Cl)cn1)C2
20	-1%	CN(C)C[C@@H]1CN(S(C)(=O)=O)C[C@H]1NC(=O)C1(C)CCOCC1
21	?	Cc1cccc(S(=O)(=O)N2C[C@@H](F)C[C@H]2C(=O)N2CCc3ccccc3C2)c1
22	28%	Cc1nn(C(=O)CCC(=O)N2CCC(C)(c3noc(C4CC4)n3)CC2)c2ccccc12
23	7%	Cc1nc(-c2cn(C3CCCN(C(=O)c4ccc(C(C)(C)C)cc4)C3)nn2)no1 (configuration not stated)
24	20%[176 µM]	Fc1ccc2oc([C@H]3CCN(Cc4ccc(F)c(F)c4)C3)nc2c1

Reprinted from the part before: three entries, then new ones.
no.	ALOX12 inh	Compound
22	28%	Cc1nn(C(=O)CCC(=O)N2CCC(C)(c3noc(C4CC4)n3)CC2)c2ccccc12
23	7%	Cc1nc(-c2cn(C3CCCN(C(=O)c4ccc(C(C)(C)C)cc4)C3)nn2)no1 (configuration not stated)
24	20%[176 µM]	Fc1ccc2oc([C@H]3CCN(Cc4ccc(F)c(F)c4)C3)nc2c1
25	?	Cc1nn2c(c1-c1ccccc1Oc1ccccc1)N(CC1CC1)CCC2
26	82%[activator][176 µM]	Cn1ccc2c(C(=O)NCCc3cnc[nH]3)nc(-c3cnn(Cc4ccccc4)c3)cc21
27	-30%	Cc1c(Cl)cccc1NC(=O)Cn1ccn2nc3c(c2c1=O)CCCCC3
28	?	COc1ccc(-c2cc(C[C@@H]3CC[C@H](O)[C@@H](CNC(=O)Nc4ccccc4)O3)no2)cc1
29	26%	O=C(Cc1cccc(F)c1)N1CC2CC(C1)[C@H]1CCCC(=O)N1C2 (some centres not stated)
30	10%	CC(=O)Nc1ccc(C2(C(=O)NCc3ccc(N(C)C)cc3)CCCCC2)cc1
31	-9%	COCCNC(=O)N1[C@@H]2CC[C@H]1CC(NC(=O)c1ccc(F)cc1)C2 (some centres not stated)
32	39%	Cc1nn2c(c1-c1ccccc1OCc1ccccc1)N(C(=O)CN1CCOCC1)CCC2
33	9%	CCO[C@H]1CN(C(=O)Cc2ccc3nc(C)[nH]c3c2)C[C@@H]1O
34	1%	Cc1ccccc1-c1cc(O)c2c(c1)CNCCO2
35	56%[activator]	Cc1nccnc1CN1CCC2(CC1)CCN(Cc1ncc[nH]1)CC2CO (configuration not stated)
36	10%	O=C(NC1CCCCC1)C1CCCN(c2cnc3nccnc3c2)C1 (configuration not stated)
37	-4%[176 µM]	C[S+](=O)([O-])N1CCC2(CC1)C(=O)NN=C2c1ccncc1
38	12%	COc1ccc(C(=O)N2CCC3(CC2)CC(N(Cc2ccccc2)C2CC2)CCO3)cc1 (configuration not stated)
39	15%	FC(F)(F)c1ccc(N2C3CCC2CN(Cc2ccc(-c4ccsc4)cc2)C3)cc1
40	?	COc1cccc(-c2nnnn2[C@H]2CO[C@H]3[C@@H]2OC[C@@H]3NC(=O)c2ccccc2C(=O)O)c1
41	0%[176 µM]	Cc1cccc(C)c1CN1CC2(COCC1=O)CN(c1ccc(C(F)(F)F)cn1)C2
42	6%[176 µM]	COC(=O)[C@@H]1Cc2ncn(Cc3ccc(Cl)cc3)c2CN1C(=O)c1ccccc1
43	45%[activator]	O=C(Cc1ccc(Br)cc1)NCc1nnc2ccc(-c3ccc(F)cc3)nn12
44	?	COc1cc2c(NCCCCCCO[N+](=O)[O-])ncnc2c(OC)c1OC
45	3%[176 µM]	COc1ccccc1CNC[C@H]1Cn2c(-c3cccc(Cl)c3)cnc2CO1
46	1%	O=C(Cn1nc2c(cc1=O)CCCCC2)Nc1cccnc1
47	12%	Cc1ccc(CC(=O)N2CCN(C(=O)c3nnn4c3COC(c3ccc(F)cc3)C4)CC2)cc1 (configuration not stated)
48	-1%	COCCNC(=O)N1CCC(c2cc(-c3ccc(F)cc3)n[nH]2)CC1
49	2%[176 µM]	Clc1cccc(-c2cnc3n2C[C@H](CNCc2ccccc2)OC3)c1
50	0%	O=C(Nc1c(F)c(F)c(F)c(F)c1F)OC[C@@H]1CSCCS(=O)(=O)N1
51	1%	Cc1cnc(C(=O)N2CCC(C3CCN(S(C)(=O)=O)CC3)C2)cn1 (configuration not stated)
52	45%[activator][176 µM]	Clc1ccc(-c2noc([C@@H]3Cc4nc[nH]c4CN3CC3CCCCC3)n2)cc1
53	23%[176 µM]	O=C(NC[C@H]1O[C@@H]2C[C@@H](CC(=O)N3CCC(F)(F)C3)O[C@@H]2[C@@H]1O)NC1CCC1
54	6%	CN(C)C(=O)NCC(=O)N1C[C@@H](C(=O)O)[C@H](c2ccc3c(c2)OCO3)C1
55	38%[activator]	COCc1nc(CCNC(=O)CCCc2nc3ccccc3[nH]2)no1
56	13%	COCCOC1CCOC2(CCN(C(=O)CCCc3ccccc3)CC2)C1 (configuration not stated)
57	-4%	O=C(O)CCC(=O)N[C@H]1CCN2C(=O)c3cc(-c4cccc(C(F)(F)F)c4)ccc3NC(=O)[C@H]12
58	18%	Cc1ccccc1Oc1c(CCC(=O)NC2CC2)c(C)nn1-c1ccc(F)cc1
59	16%[176 µM]	CC1(COc2ccccc2)COc2ccc(C(=O)NCCc3cnc[nH]3)cc2N1 (configuration not stated)
60	-4%	CC(C)c1nc2c(c(-c3ccc(O)cc3)n1)CN([S+](=O)([O-])c1ccccc1)CC2
61	?	Cc1ccc(C(=O)N[C@@H](Cc2ccccc2)C(N)=O)cc1N1CCNC1=O
62	29%	COc1ccc(C(=O)N2C[C@@H](Oc3ccccc3)C[C@H]2C(=O)N2CCCC2)c(OC)c1
63	13%	CCN1CCN(C(=O)c2sc3ncnc(NCC4CCCO4)c3c2C)CC1 (configuration not stated)
64	24%	Cc1ccc(C)c(CC(=O)NCc2cc3n(n2)CCCN(CC(C)C)C3)c1
65	29%	COc1cccc(N2CCN(C(=O)c3noc(-c4ccc(C)cc4)n3)CC2)c1
66	?	N#Cc1ccc(C(=O)N2CCC3(CC2)NC(=O)N(Cc2ccc(F)cc2)C3=O)cc1
67	0%	CCOCC(=O)N1CCCC(c2nc(-c3cccnc3)no2)CCNC(=O)CC1 (configuration not stated)
68	52%[activator]	CCn1cc(C(=O)N2C[C@@H](CO)[C@H](c3ccncc3)C2)cn1
69	66%[activator][176 µM]	O[C@H]1[C@H](NCc2cnc3ccccc3c2)[C@H]2CO[C@H](O2)[C@@H]1N1CCCCC1
70	36%	O=C(Cc1ccccc1Cl)N1CC(c2nc(Cc3ccccc3)no2)C1
71	-8%	Cn1cnc(C(=O)N2CCC(Cc3ccc(C(N)=O)cc3)CC2)c1
72	7%	CC1=C[C@@H](CN2CCC(O)CC2)[C@H](C(C)C)C[C@H]1Cc1nnc(-c2ccc([N+](=O)[O-])cc2)o1

A few values from the list.
cpd 55 – ALOX12 inh = 38%[activator]
cpd 10 – ALOX12 inh = -26%[176 µM]
cpd 16 – ALOX12 inh = 46%[activator][176 µM]
cpd 31 – ALOX12 inh = -9%
cpd 69 – ALOX12 inh = 66%[activator][176 µM]
cpd 22 – ALOX12 inh = 28%

From no. 68 up to 72, copied from above:
no.	ALOX12 inh	Compound
68	52%[activator]	CCn1cc(C(=O)N2C[C@@H](CO)[C@H](c3ccncc3)C2)cn1
69	66%[activator][176 µM]	O[C@H]1[C@H](NCc2cnc3ccccc3c2)[C@H]2CO[C@H](O2)[C@@H]1N1CCCCC1
70	36%	O=C(Cc1ccccc1Cl)N1CC(c2nc(Cc3ccccc3)no2)C1
71	-8%	Cn1cnc(C(=O)N2CCC(Cc3ccc(C(N)=O)cc3)CC2)c1
72	7%	CC1=C[C@@H](CN2CCC(O)CC2)[C@H](C(C)C)C[C@H]1Cc1nnc(-c2ccc([N+](=O)[O-])cc2)o1

Further compounds follow:
no.	ALOX12 inh	Compound
73	?	CNC(=O)[C@@H]1CN(C(=O)c2cc(C)on2)C[C@H]1c1nc(COC)no1
74	?	CNCCNC(=O)C1CCN(c2nc(-c3ccccc3)nc3c2CCC3)CC1
75	5%[176 µM]	CN(Cc1ccccc1)C(=O)C1=NO[C@@H]2CN(Cc3ccc(F)cc3)C[C@H]12
76	-1%[12.5 µM]	COc1ccc(N2CC3CCC(C2)N3CC(C)C)cc1
77	?	COc1ccc(C(=O)NCc2nnc3ccc(-c4ccc(C)c(C)c4)nn23)cc1F
78	-6%	CCOC(=O)N1CCC(N2CCN(Cc3ccccc3F)C(CCO)C2)CC1 (configuration not stated)
79	20%	Cn1ncc(N2CCOC(CCNC3CCC4(CCNCC4)CC3)C2)cc1=O (configuration not stated)
80	?	O=C(CCc1nc2ccccc2s1)NCCc1noc(-c2ccncc2)n1
81	54%[activator]	O=C(O)C1CCc2sc(C(=O)N3CCOCC3)cc2C1 (configuration not stated)
82	-3%[176 µM]	COc1ccc(CN2CCc3nc(C(=O)Nc4ccccc4)oc3CC2)cc1
83	-30%[57.4 µM]	C=CC(=O)Nc1cccc(Nc2nc(NC3CCC(N(C)C)CC3)nc3c2ncn3C(C)C)c1 (configuration not stated)
84	7%	CC(=O)Nc1ccc(C2(C(=O)NCc3ccc4c(c3)OCO4)CCC2)cc1
85	71%[activator]	Cn1cnnc1-c1nn(C)c2c1CN(C(=O)c1n[nH]c3c1CCCCCC3)CC2
86	?	CN1C[C@@H](NC(=O)C2CC2)C[C@H]1c1nc(-c2ccc3ccccc3c2)no1
87	?	Cc1nn2c(c1-c1cccnc1N1CCOCC1)N(C(=O)c1cc3ccccc3n1C)CCC2
88	12%[176 µM]	CC(C)Oc1cccc(-c2cn(C)c(=O)n3cc(CN4CCOCC4)nc23)c1
89	18%	O=C1NCCCCCCN(S(=O)(=O)c2ccccc2)[C@H]2CCCC[C@@H]12
90	0%	CCCCOCC1CN(CCCC)S(=O)(=O)c2c(cccc2Sc2ccc(OC)c(OC)c2)O1 (configuration not stated)
91	?	COC(=O)C1=C(C)N(Cc2ccccc2C(F)(F)F)C(=NCc2ccccc2)NC1c1ccc(C(F)(F)F)cc1 (configuration not stated)
92	241%[activator]	O=C1NCCCCCCN(Cc2ccncc2)[C@@H]2CN(Cc3ccncc3F)CC[C@H]12
93	17%	COc1cc(Cl)c(C)cc1NC(=O)c1cc2n(n1)CC(c1ccc(Cl)cc1)OC2 (configuration not stated)
94	-1%	Cc1nc(NC2CCCC2)ncc1C(=O)O
95	30%[activator]	C=CCOC(=O)C1=C(C)N=C2SC=C(CC(=O)N3CCCC3)N2C1c1cc(OC)cc(OC)c1 (configuration not stated)
96	-14%[57.4 µM]	C=CCn1c(=O)c2cnc(Nc3ccc(N4CCN(C)CC4)cc3)nc2n1-c1cccc(C(C)(C)O)n1
97	38%[activator]	O=C(c1ccccc1)N(C1CC1)C1CCOC2(CCNCC2)C1 (configuration not stated)
98	49%[activator]	Cc1cc(C2CCCN2C(=O)c2ccc(F)cc2F)on1 (configuration not stated)
99	?	Cn1cc(CN2Cc3ccc(C(=O)Nc4nccs4)cc3OCC2=O)cn1
100	?	N#Cc1ccc(CN2CCC3(CC2)COCCN3C(=O)OCc2ccccc2)cc1
101	-3%[6.33 µM]	COc1ccc(OC)c([S+](=O)([O-])c2nnn3c2nc(NC2CCCC2)c2ccccc23)c1
102	28%	Cc1ccccc1-n1nc(C)c(CCC(=O)NC(C)C)c1Oc1ccccc1
103	44%[activator]	O=C(Nc1cccc(-c2nnc3n2CCCC3)c1)c1nccc2ccccc12
104	?	CC(C)c1nc(C2Cc3ccccc3N2S(=O)(=O)c2cn(C)cn2)no1 (configuration not stated)
105	16%	CCNC(=O)N(C1CC1)C1CCOC2(CCN(C(=O)COc3ccc(C)cc3)CC2)C1 (configuration not stated)
106	46%	CC(CCC(=O)N1CCn2nc(Cc3ccccc3)cc2C1)N1CCCC1 (configuration not stated)
107	13%[176 µM]	COc1ccc(Nc2cc3c(cn2)CN(C)CCN3C)cc1OC
108	-19%	C=CCN1CCN(CC2(O)CCCN(Cc3cc(OC)ccc3F)C2=O)CC1 (configuration not stated)
